Source: PubChem BioAssay (several laboratories)
IMP-1 inhibitor: blocks Pseudomonas aeruginosa IMP-1 metallo-beta-lactamase | AID 1556 | actives 0.45% (n = 290,000) | inhibition, % at 5.6 µM | purified IMP-1, nitrocefin hydrolysis, epi-absorbance fluorescence;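 active means inhibition above the mean plus 3 SD of all compounds in the same screening run, cut at about 4.5% in these data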;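 further: 0% = IMP-1 with DMSO and 100% = DMSO wells lacking enzyme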
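System: Purified IMP-1 | Read-out basis: Percent enzyme inhibition | Controls: IMP-1 with DMSO as 0%, enzyme-free DMSO as 100% | Replicates: One well per compound | Doses: 5.6 µM nominal single concentration | Detection: Epi-absorbance fluorescence, 480 nm excitation, 530 nm emission | Incubation: 25 °C, 15 min preincubation, 25 min reaction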
IDE cell activ: boosts human insulin-degrading enzyme activity in HEK cells | activation, % at 5.96 µM | P14735 | FAbeta-B cleavage, fluorescence polarization; 0% vehicle, 100% cell-free pure enzyme wells | AID 493087 | actives 0.073% (n = 340,000);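 active means activation above the mean of all tested compounds plus 3 SD, set per screening campaign, cut at about 17% in these data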
NS3 helicase inh: blocks Hepatitis C virus NS3 helicase unwinding; NS3 helicase DNA unwinding, Cy5 molecular beacon fluorescence; inhibition, % at 10.9 µM; actives 0.56% (n = 290,000); AID 1800;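 active means inhibition above the mean of all tested compounds plus 3 SD, set per campaign, cut at about 35% in these data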;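 further: 0% = DMSO wells and 100% = thioflavine S control wells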
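test system = hepatitis C virus NS3 helicase domain fragment enzyme | reagent = annealed dual-labelled DNA beacon duplex, ATP-started | times = 1 h at 25 °C | detection = Cy5 fluorescence, 0 and 60 min reads | read-out basis = percent inhibition from t60/t0 fluorescence ratio | control set = DMSO and thioflavine S | replication = one well per compound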
SUMO HTRF inh: inhibitors of human SUMOylation (UBC9); P63279; HTRF SUMOylation assay, SAE1/SAE2 + UBC9, in vitro; inhibition, % at 35 µM; actives 0.36% (n = 290,000); in the data active means inhibition above about 50%, passing the limit was not always enough; further: strong numbers were not always called active
VIM-2 inh: blocks Pseudomonas aeruginosa VIM-2 metallo-beta-lactamase | AID 1527 | actives 0.89% (n = 290,000) | purified VIM-2, nitrocefin hydrolysis, epi-absorbance fluorescence | inhibition, % at 5.6 µM;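 active means inhibition above the mean of all tested compounds plus 3 SD, cutoff set per screening run, cut at about 7.5% in these data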;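 further: red hydrolysis product quenches plate fluorescence so inhibitors raise well fluorescence; 0% = enzyme with DMSO and 100% = DMSO without enzyme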
GalR3 antag: human GalR3 antagonism; O60755; HEK293 GalR3-CNG cAMP membrane potential fluorescence; galR3 body fused to GalR1 C-terminus; inhibition, % at 3 µM; actives 0.44% (n = 360,000); AID 651719;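 active means inhibition above the screen-wide average plus 3 SD, cut at about 13% in these data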;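 further: forskolin and galanin both at EC90 stimulate the cells; cAMP rise reported by CNG channel membrane potential dye signal; 0% = forskolin plus galanin with DMSO and 100% = forskolin alone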
CRFBP-R2 block: blocks CRF-induced signaling of the CRF-BP/CRF-R2 complex; HEK293 CRF-R2/CRF-BP, CRF-induced calcium fluorescence; inhibition, % at 11.8 µM; actives 0.59% (n = 350,000); AID 588475;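 active means inhibition of the ligand-induced calcium signal above about 50% at the single tested concentration, limit read from the data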
IDE cell inh: cellular human IDE inhibition; P14735; HEK cells, FAbetaB cleavage, fluorescence polarization; inhibition, % at 5.59 µM; actives 0.41% (n = 320,000); AID 434962;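 active means percent inhibition above the average of all tested compounds plus 3 SD, set per screening campaign, cut at about 16% in these data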;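 further: IDE supplied by intact live HEK cells; FP after avidin binding of uncleaved biotin substrate so inhibition keeps polarization high; 0% = DMSO wells and 100% = 60 µM reference IDE inhibitor Ii1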
pCIP destab: p/CIP protein destabilization; F442A p/CIP-EGFP cells, EGFP fluorescence, 16 h; decrease of EGFP signal, % at 10 µM; AID 1984; Q05BA5; actives 0.01% (n = 290,000);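 active means EGFP signal decrease of at least 30% at 10 µM or well 3 SD below plate mean, unless failing retest; inactive means the rest, including hits failing retest or dose response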; further: some compounds called inactive have numbers as strong as hits; many of its hits are not listed in these tables
Target sequence (Q05BA5 1-1403): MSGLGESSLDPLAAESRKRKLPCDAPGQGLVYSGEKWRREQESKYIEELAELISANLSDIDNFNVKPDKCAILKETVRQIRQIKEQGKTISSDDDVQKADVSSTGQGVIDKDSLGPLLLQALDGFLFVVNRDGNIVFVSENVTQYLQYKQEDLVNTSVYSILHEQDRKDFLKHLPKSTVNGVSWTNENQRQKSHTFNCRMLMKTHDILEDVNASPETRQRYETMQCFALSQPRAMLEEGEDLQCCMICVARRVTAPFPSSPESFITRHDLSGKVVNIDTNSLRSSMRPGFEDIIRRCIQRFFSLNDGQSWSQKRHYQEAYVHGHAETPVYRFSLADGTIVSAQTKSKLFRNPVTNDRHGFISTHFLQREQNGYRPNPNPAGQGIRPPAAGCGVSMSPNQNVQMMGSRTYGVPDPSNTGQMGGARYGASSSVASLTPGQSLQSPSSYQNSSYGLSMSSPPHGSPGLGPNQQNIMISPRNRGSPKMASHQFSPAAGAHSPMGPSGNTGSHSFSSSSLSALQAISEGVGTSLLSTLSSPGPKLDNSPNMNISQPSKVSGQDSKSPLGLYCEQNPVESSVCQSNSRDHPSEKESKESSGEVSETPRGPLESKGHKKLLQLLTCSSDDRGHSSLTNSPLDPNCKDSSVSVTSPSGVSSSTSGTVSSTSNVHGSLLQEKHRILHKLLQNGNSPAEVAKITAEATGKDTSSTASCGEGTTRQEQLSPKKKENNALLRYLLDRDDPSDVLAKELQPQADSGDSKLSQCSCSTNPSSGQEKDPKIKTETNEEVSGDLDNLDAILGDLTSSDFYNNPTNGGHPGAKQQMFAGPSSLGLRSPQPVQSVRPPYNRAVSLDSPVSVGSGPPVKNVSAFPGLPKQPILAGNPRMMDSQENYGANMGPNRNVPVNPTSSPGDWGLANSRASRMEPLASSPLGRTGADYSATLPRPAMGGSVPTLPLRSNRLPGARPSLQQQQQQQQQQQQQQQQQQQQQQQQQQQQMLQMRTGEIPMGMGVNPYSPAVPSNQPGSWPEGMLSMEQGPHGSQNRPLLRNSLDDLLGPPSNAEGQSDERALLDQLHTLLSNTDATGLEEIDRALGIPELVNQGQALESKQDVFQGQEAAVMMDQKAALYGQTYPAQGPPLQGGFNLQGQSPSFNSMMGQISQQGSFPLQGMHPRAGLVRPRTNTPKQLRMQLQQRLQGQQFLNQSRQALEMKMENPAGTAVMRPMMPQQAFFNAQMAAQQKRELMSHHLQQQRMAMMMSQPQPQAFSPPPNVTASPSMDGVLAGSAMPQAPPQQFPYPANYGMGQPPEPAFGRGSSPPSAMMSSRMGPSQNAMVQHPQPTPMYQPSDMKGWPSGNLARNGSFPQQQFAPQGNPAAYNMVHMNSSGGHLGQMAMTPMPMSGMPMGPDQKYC
The depositor's hits bear a star; . = not tested or not shown. This is a random part of the collection; about 3.2% have a hit in one of these screens.

Molecule	IMP-1 inhibitor	IDE cell activ	NS3 helicase inh	SUMO HTRF inh	VIM-2 inh	GalR3 antag	CRFBP-R2 block	IDE cell inh	pCIP destab
Nc1nnc(Cc2ccccc2F)s1	-2.5	8	5	4	-0.5	-3	-8	-5	-6
CCCC(=O)N(Cc1cc(=O)[nH]c2ccccc12)c1ccc(OC)cc1	-1.9	-2	-9	0	-1.4	-10	-5	3	-19
CC(C)CNc1nc(SCC(=O)Nc2ccccc2)nc(N2CCOCC2)n1	-3.0	-3	-1	1	-4.4	-3	-4	1	-8
O=c1c(-c2nc3ccccc3s2)cccn1Cc1ccc(Cl)cc1	-2.1	5	3	32	-2.3	-4	-6	5	-10
OC(COC(c1ccc(Cl)cc1)c1ccc(Cl)cc1)CN1CCCC1 (centres undefined)	-4.0	8	-19	-6	-4.3	-6	-97	3	-21
CN(Cc1ccc(F)cc1)C(=O)CNC(=O)c1ccc2c(c1)OCO2	.	1	.	.	.	-2	-9	5	.
CSc1nc2ccccc2n1CC(=O)Nc1c(C)cccc1C	-6.2	-3	1	-16	-4.4	-1	12	3	-6
COc1ccc(CCNC(=O)c2ccc3ccccc3n2)cc1	-2.9	0	0	8	0.6	-8	22	2	-8
O=C(COc1cccc(Cl)c1)NCC(c1cccs1)N1CCOCC1 (centres undefined)	.	3	.	.	.	-5	-1	7	.
Cc1nc(CCNS(=O)(=O)c2cccnc2)cs1	-3.6	4	16	16	-3.3	-5	9	0	-5
COc1cc(C(CCN2CCOCC2)c2c(OC)cc(OC)c3c2OC(=O)CC3c2ccc(N(C)C)cc2)cc(OC)c1OC (centres undefined)	.	-3	.	-16	.	-3	-1	-1	0
Cc1ccc(-c2nc3nc4ccccc4nc3n2Cc2ccco2)cc1	-1.2	-2	21	3	0.8	-3	15	-4	-4
COc1nc(/C(N)=N/O)nc(N2CCCCC2)n1	-4.2	6	10	14	-2.3	-2	11	-4	-19
CC(C)Oc1ccc(C(=O)NCC(=O)N2CCN(S(=O)(=O)/C=C/c3ccccc3)CC2)cc1	.	1	.	.	.	2	-3	-1	.
CCOC(=O)C1C(=O)CC(C)(O)C(C(=O)OCC)C1c1ccccc1 (centres undefined)	-0.9	0	0	-7	-1.1	-2	-5	4	-12
COc1ccc(S(=O)(=O)NCCCN2CCOCC2)c2ccccc12	-2.0	-1	-1	19	0.9	-3	-4	3	-4
Cc1ccc(NC(=O)Cc2n[nH]c(=O)c3ccccc23)cc1S(=O)(=O)N1CCCCCC1	.	0	.	.	.	-4	-2	-4	.
Cn1cccc1-c1cc(C(=O)N2CCc3c([nH]c4ccccc34)C2c2ccccn2)[nH]n1 (centres undefined)	-4.1	4	10	-17	-4.9	-10	-5	5	-16
O=C(CSc1nc(O)cc(=O)n1-c1ccccc1)Nc1ccccn1	-2.6	4	7	11	-1.3	-7	9	4	8
CCCCCCc1ccc(-c2ncc(N)cn2)cc1	-3.2	3	-13	-15	-0.8	-4	-33	0	-13

Next records
Molecule	IMP-1 inhibitor	IDE cell activ	NS3 helicase inh	SUMO HTRF inh	VIM-2 inh	GalR3 antag	CRFBP-R2 block	IDE cell inh	pCIP destab
COc1cc(/C=C/C(=O)OCC(=O)Nc2ccc(NC(C)=O)cc2)cc(S(=O)(=O)N2CCc3ccccc32)c1OC	-2.6	2	-14	-5	-1.4	-12	3	-1	9
[O-][n+]1onc2c3cc(-c4ccccc4)nnc3ccc21	-2.6	3	-8	29	-2.0	4	-12	-3	-10
Cc1cc(NC(=O)c2ccc(F)cc2F)n(-c2nc3ccccc3[nH]2)n1	-3.5	3	-2	0	-2.1	.	12	2	7
O=C(CSc1ccc2nnc(-c3ccc(Cl)cc3)n2n1)N1CCCc2ccccc21	-1.5	3	3	-3	-1.1	-2	-4	-1	-4
O=C(O)/C=C\C(=O)Nc1ccc(N2CCN(c3ccc(F)cc3)CC2)cc1	-2.4	0	-8	2	-3.9	-1	-7	-4	-4
COc1ccc(/C=C2\Oc3cc(OCC(=O)N4CCC[C@H]4C(=O)O)ccc3C2=O)c(OC)c1	-0.9	-5	27	1	0.9	.	4	4	6
CC(=O)NCc1nc2ccccc2n1Cc1ccccc1F	-5.1	4	4	22	-4.9	3	-11	2	9
COc1cccc(-c2nc(CS(=O)(=O)CC(=O)NCc3ccccc3OC)c(C)o2)c1	-0.1	6	-2	7	-0.6	.	-20	-3	-3
O=C1c2oc3ccccc3c(=O)c2C(c2ccccn2)N1Cc1ccccc1 (centres undefined)	-1.6	-3	4	2	-3.6	0	-5	-4	4
c1ccc(OCc2nnc3n2N=C(c2ccccc2)CS3)cc1	-3.2	-4	-2	11	-3.3	-2	13	1	14
O=C(COC(=O)[C@H](Cc1ccccc1)NC(=O)c1cccs1)NC1CC1	-1.9	2	-4	2	-1.5	5	-6	-1	2
Cc1ccc(Cn2nnc3c(=O)n(CC(=O)NCc4ccco4)cnc32)cc1	-3.0	1	0	6	-2.3	0	9	-2	-2
CC(C)CNC(=O)C1c2ccccc2Oc2ccccc21	-0.2	-4	7	22	-7.1	-11	13	3	-16
O=C(COC(=O)c1ccccc1SCC(=O)N1CCCC1)Nc1ccccc1C(F)(F)F	-3.9	-3	2	6	-3.2	2	1	1	-42
CC(=O)Cc1cc(O)c2ccccc2c1OC(=O)c1ccccc1	0.6	-6	-5	-7	1.1	-2	-16	43*	-36
Cc1cc(C)c(NC(=O)C(C)N2CCCCCC2)c(C)c1 (centres undefined)	-2.2	2	3	16	-2.2	-10	-1	4	-17
CC(Sc1nnc(COc2ccccc2)n1Cc1ccccc1)C(=O)O (centres undefined)	2.6	6	-2	15	-1.2	-3	2	0	5
O=C(Nc1nnc(-c2ccccc2Cl)o1)c1nc2ccccc2s1	-4.9	9	13	45	-4.9	3	-55	-2	1
CCOC(=O)c1cc(C#N)c(SC)nc1-c1ccccc1	-2.3	1	-10	-17	-6.4	-3	12	9	-3
COc1ccc(Br)cc1/C=N/NC(=O)CN1CCN(Cc2ccccc2)CC1	-2.5	-2	-2	12	0.8	-6	-5	10	-12

Part of the list above with just VIM-2 inh, GalR3 antag and SUMO HTRF inh.
mol | VIM-2 inh | GalR3 antag | SUMO HTRF inh
CC(C)CNC(=O)C1c2ccccc2Oc2ccccc21 | -7.1 | -11 | 22
O=C(COC(=O)c1ccccc1SCC(=O)N1CCCC1)Nc1ccccc1C(F)(F)F | -3.2 | 2 | 6
CC(=O)Cc1cc(O)c2ccccc2c1OC(=O)c1ccccc1 | 1.1 | -2 | -7
Cc1cc(C)c(NC(=O)C(C)N2CCCCCC2)c(C)c1 (centres undefined) | -2.2 | -10 | 16
CC(Sc1nnc(COc2ccccc2)n1Cc1ccccc1)C(=O)O (centres undefined) | -1.2 | -3 | 15
O=C(Nc1nnc(-c2ccccc2Cl)o1)c1nc2ccccc2s1 | -4.9 | 3 | 45

Reformatted: entries from further up.
Screens in order: IMP-1 inhibitor | IDE cell activ | NS3 helicase inh | SUMO HTRF inh | VIM-2 inh | GalR3 antag | CRFBP-R2 block | IDE cell inh | pCIP destab
O=C(O)/C=C\C(=O)Nc1ccc(N2CCN(c3ccc(F)cc3)CC2)cc1
 : -2.4 | 0 | -8 | 2 | -3.9 | -1 | -7 | -4 | -4
COc1ccc(/C=C2\Oc3cc(OCC(=O)N4CCC[C@H]4C(=O)O)ccc3C2=O)c(OC)c1
 : -0.9 | -5 | 27 | 1 | 0.9 | . | 4 | 4 | 6
CC(=O)NCc1nc2ccccc2n1Cc1ccccc1F
 : -5.1 | 4 | 4 | 22 | -4.9 | 3 | -11 | 2 | 9

(more compounds)
Molecule	IMP-1 inhibitor	IDE cell activ	NS3 helicase inh	SUMO HTRF inh	VIM-2 inh	GalR3 antag	CRFBP-R2 block	IDE cell inh	pCIP destab
Cc1ccc(/C=N\NC(=O)c2ccc3c(c2)OCO3)o1	-0.6	5	-8	7	-1.2	-2	-15	4	3
COc1cccc(CNC(=O)CCCn2ccc3cc(S(=O)(=O)N4CCCC4)ccc32)c1	-1.2	0	-8	6	-0.1	3	-6	4	2
CCOC(=O)c1ccc(Cn2c(-c3ccccc3)nnc2-c2ccccc2)o1	-5.0	0	-8	10	-1.6	-2	-5	2	-6
COc1ccc(NC(C)=O)cc1NC(=O)CN1CCN(C(=O)c2ccco2)CC1	-3.0	2	-7	-3	-1.7	3	-3	1	-1
CCOC(=O)c1cc(C)[nH]c1C	-1.4	3	15	9	-1.8	-2	4	3	-9
CC(C)CC(=O)O/N=C1\C(=O)N(c2ccccc2)c2ccccc21	-2.6	-8	8	19	-2.0	0	3	2	-11
CC(=O)c1ccc(NC(=O)c2cn(-c3ccccc3)nc2-c2ccncc2)cc1	-1.4	5	5	-21	-1.8	-3	-4	1	6
O=C(COC(=O)c1cc[n+]([O-])cc1)NCc1ccccc1Cl	-1.9	2	7	-3	-4.1	-8	15	3	-20
COc1ccc(/C=N/NC(=O)c2[nH]c3ccc(Cl)cc3c2-c2ccccc2)c(C(=O)O)c1OC	-0.8	-3	-21	26	-2.2	-10	-32	-2	-6
O=C(c1ccccc1F)n1c2c(c3ccccc31)CCCC2	-2.5	0	-11	-9	-1.1	-14	16	-3	-4
CN(CCOc1ccccc1)CC(=O)Nc1cc([N+](=O)[O-])ccc1Cl	-2.2	6	12	-6	-0.6	-1	-14	1	4
CN(C)c1nc(/C=C(\C#N)C(N)=O)c(Cl)n1-c1ccc(F)cc1	-1.9	5	-1	4	-1.0	-5	12	-4	5
O=C(O)CNS(=O)(=O)c1ccc(Br)s1	-1.4	1	2	6	-2.1	0	-8	-6	-2
